Screening data: PubChem BioAssay, IUPUI and University of Michigan
ST2 inh: blocks human ST2 binding to IL-33; Q01638; AlphaLISA ST2-Fc/biotin-IL-33 interaction, 1 h; inhibition, % for hits at 17 µM; hit rate 2.3% among 78,000; in the data active means inhibition above about 30%; inconclusive means mostly about 10% to 28%
Target sequence (Q01638 whole entry, looked up): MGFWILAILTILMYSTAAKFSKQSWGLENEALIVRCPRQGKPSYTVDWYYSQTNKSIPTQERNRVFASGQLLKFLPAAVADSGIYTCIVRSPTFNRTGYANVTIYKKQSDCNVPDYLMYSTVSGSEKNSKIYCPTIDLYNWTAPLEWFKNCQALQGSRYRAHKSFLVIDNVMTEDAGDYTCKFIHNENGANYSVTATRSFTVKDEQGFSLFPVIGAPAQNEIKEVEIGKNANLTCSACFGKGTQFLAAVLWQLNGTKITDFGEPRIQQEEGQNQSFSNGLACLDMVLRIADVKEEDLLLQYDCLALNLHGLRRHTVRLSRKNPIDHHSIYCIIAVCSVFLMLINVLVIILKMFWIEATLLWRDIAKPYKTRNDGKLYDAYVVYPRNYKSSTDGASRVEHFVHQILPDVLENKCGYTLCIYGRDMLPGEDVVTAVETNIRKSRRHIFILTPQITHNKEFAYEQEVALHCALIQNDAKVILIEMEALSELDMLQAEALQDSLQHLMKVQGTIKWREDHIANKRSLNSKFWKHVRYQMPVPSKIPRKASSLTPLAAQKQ
The depositor's hits bear a star; i = inactive; ? = inconclusive.

SMILES	ST2 inh
O=[N+]([O-])c1cc(C=Nc2ccc(-c3nc4ncccc4o3)cc2)c(O)c([N+](=O)[O-])c1	i
O=C(CSc1c2c(nc3ccccc13)CCC2)Nc1ccc(F)cc1F	i
CC1C=CCC2C(=O)N(c3cccc(O)c3)C(=O)C12 (centres undefined)	i
CC(=O)Nc1cc(C(=O)NCc2ccc(C)c(F)c2)cc2ncn(CCc3ccccn3)c12	?
CC(=O)c1ccc(N2CCCCC2)c(F)c1	i
Cc1cc(C)n(C)c(=O)c1C(=O)NCc1cn2c(n1)SCC2	i
CCOc1ccc2nc(NC(=O)c3ccc(OCC)c(Br)c3)sc2c1	i
CCOC([O-])=Nc1c[n+](N2CCOCC2)no1	i
CCCn1cc(SCC(=O)Nc2ccc(Br)cc2)c2ccccc21	i
CO/N=C\c1c(Sc2ccc(C)cc2)nc2ccccn2c1=O	i
Cc1nn(Cc2ccccc2Cl)c(C)c1NC(=O)c1cc(-c2ccc3c(c2)OCO3)on1	i
O=C(C1CNCCN1C(=O)c1cc2c(s1)CCCC2)N1CCOCC1 (centres undefined)	i

5 entries from above, reformatted:
mol | ST2 inh
O=C(CSc1c2c(nc3ccccc13)CCC2)Nc1ccc(F)cc1F | i
CC1C=CCC2C(=O)N(c3cccc(O)c3)C(=O)C12 (centres undefined) | i
CC(=O)Nc1cc(C(=O)NCc2ccc(C)c(F)c2)cc2ncn(CCc3ccccn3)c12 | ?
CC(=O)c1ccc(N2CCCCC2)c(F)c1 | i
Cc1cc(C)n(C)c(=O)c1C(=O)NCc1cn2c(n1)SCC2 | i

(list continues)
SMILES	ST2 inh
O=C(NCCSc1c[nH]c2ccccc12)c1cccc(Cl)c1	i
CCCOc1ccc(C2C3CN(C)CC=C3C(C#N)=C(N)C2(C#N)C#N)cc1OCC (centres undefined)	?
Cc1ccc(O)c(NC(=O)c2noc3c2CC(C(C)(C)C)CC3)c1 (centres undefined)	i
COc1ccc(N(C)C(=O)Cc2c(C(=O)O)n(C)c3ccccc23)cc1	i
N#CC1=C(SCC(=O)Nc2ccccc2)NC(=O)CC1c1ccccc1Cl (centres undefined)	i
Oc1oc(-c2ccc(Cl)cc2)nc1C=Nc1cccc(C(F)(F)F)c1	?
O=C1CC(c2cccs2)CC2=C1C(c1ccc(Cl)s1)Nc1ccccc1N2 (centres undefined)	?
COc1ccccc1CN1CCN(S(C)(=O)=O)CC1	i
O=C(Cn1nnnc1CN1CCCCCC1)NCCC1COc2ccccc2O1 (centres undefined)	i
Cc1cc(C)cc(N2CCN(Cc3ccccc3OCCO)CC2=O)c1	i
CC#CCCC(=O)Nc1ccccc1F	?
O=C(c1cccc(F)c1)N1CCCCCC1	i
COc1ccc(-n2c(-c3ccc(Cl)cc3)cn3c4c(=O)n(C)c(=O)n(C)c4nc23)cc1	i
N#Cc1c(NC(=O)c2noc3c2CCc2ccccc2-3)sc2c1CCC2	?
O=C1Nc2ccccc2C(O)(C(=O)NCc2ccc3c(c2)OCO3)N1c1ccccc1 (centres undefined)	30%*
O=c1cc(-c2ccc(O)cc2)oc2c(C3OCC(O)C(O)C3O)c(O)c(C3OCC(O)C(O)C3O)c(O)c12 (centres undefined)	i
CC(C)n1cnc2cc(NCc3ccc(Br)cc3)ccc21	i
O=c1c2c(nc(SCc3ccc(F)cc3)n1-c1ccc(Cl)cc1)CCS2	i
CC(=O)N1c2ccc(S(=O)(=O)NC3CCCCC3C)cc2CC1C (centres undefined)	i
COc1cccc(OCC(O)CN2CCN(CCO)CC2)c1 (centres undefined)	i
Cc1ccc(C2=CC(c3ccccc3)n3nnnc3N2)cc1 (centres undefined)	i
CC(=O)NCCc1cn(Cc2nc(-c3ccco3)oc2C)cn1	i
CCC(Cc1ccccc1)NC(=O)c1ccccc1 (centres undefined)	i
Cc1ccc(CNC(=O)Cc2c(C(=O)O)[nH]c3ccc(Cl)cc23)o1	?

In the list so far, 5 contain an aryl thioether with sulfur outside any ring:
SMILES	ST2 inh
O=C(CSc1c2c(nc3ccccc13)CCC2)Nc1ccc(F)cc1F	i
CCCn1cc(SCC(=O)Nc2ccc(Br)cc2)c2ccccc21	i
CO/N=C\c1c(Sc2ccc(C)cc2)nc2ccccn2c1=O	i
O=C(NCCSc1c[nH]c2ccccc12)c1cccc(Cl)c1	i
O=c1c2c(nc(SCc3ccc(F)cc3)n1-c1ccc(Cl)cc1)CCS2	i

The list goes on.
SMILES	ST2 inh
N#C/C(=C\Nc1cccc(C(F)(F)F)c1)c1nc(-c2cc3ccccc3oc2=O)cs1	i
COC1CCN(c2ccc(-c3nc(Cc4ccccc4)no3)cn2)CC1	?
CCc1cc(-c2ccn[nH]2)ccc1NC(C)=O	i
c1ccc(C(CNC2CSCCSC2)N2CCOCC2)nc1 (centres undefined)	i
CCn1cc(C(=O)NCc2ccccn2)c(=O)c2cc(S(=O)(=O)N3CCCCC3)ccc21	i
CSCc1nc(CNC(=O)c2ccc3[nH]c(=O)[nH]c3c2)cs1	i
O=[N+]([O-])c1ccc(C2CNC(c3ccccc3)O2)cc1 (centres undefined)	i
Cc1nc(=O)c(-c2ccccc2)c(C)n1CC1CCCO1 (centres undefined)	?
CCOc1ccc(CC(=O)Nc2ccc(Br)cc2)cc1OCC	i
N[C@H]1CN[C@H](C(=O)N2CCN(C3CCCCC3)C(=O)C2)C1	i
CCOC(=O)Cn1c(=O)n(-c2ccc(F)cc2)c2nc(-c3ccc(SC)cc3)nc(C(N)=O)c21	i
COc1ccc(NC(=O)CSc2nc3ccccc3[nH]2)c([N+](=O)[O-])c1	i
CCC1CCCCN1C(=O)c1coc(CN2CCN(c3ncccn3)CC2)n1 (centres undefined)	i
NCCS(=O)(=O)O	?
Cn1c(N2CCOCC2)nc2c1c(=O)n(Cc1ccc(Cl)cc1)c(=O)n2C	?
CCOC(=O)c1cccnc1-c1cc(OC)ccc1F	i
COc1ccc(/C=C(\C#N)c2nc(-c3ccc(C)cc3)cs2)cc1	60%*
Cc1c(CN(C)Cc2cccc3ncccc23)c(=O)n(-c2ccccc2)n1C	i
COc1ccc(Cl)cc1C(=O)Nc1nnc(CCC(=O)c2ccccc2)s1	i
O=C(NC1(c2ccccc2)CC1)c1cc(COc2cccc3cccnc23)on1	?
CCOC(=O)c1cnc2c(Cl)cccc2c1Cl	i
Cc1ccc2[nH]c(CN3CCOC(C(F)(F)F)C3)nc2c1C (centres undefined)	i
COc1ccc(C2SCCN2C(=O)c2ccc([N+](=O)[O-])cc2)cc1 (centres undefined)	i
O=S(=O)(c1cccc(Oc2ccccc2)c1)N1CCn2cncc2C1	?
CCN(CC)c1ccc2cc(-c3nc4ccccc4s3)c(=O)oc2c1	i
Cc1cc(O)c(C=Nc2cccc(C(=O)O)c2)c(C)c1Cl	i
CC(C)c1[nH]nc2c1C1(CCN(Cc3ccccc3)CC1)C(C#N)=C(N)O2	31%*
COC(=O)c1cn([C@H]2C[C@@H](C(=O)NCc3ccc(OC)cc3)N(C3CCCC3)C2)nn1	i
CCc1cn[nH]c1C1CCCN(C(=O)c2nn3cc(C)cnc3c2Cl)C1 (centres undefined)	i
Nc1nonc1-n1nnc(C(=O)N2CCCC2)c1-c1ccccc1	i
COc1cc([N+](=O)[O-])ccc1-c1ccc(C(=O)Nc2ccc(NC(C)=O)cc2)o1	?
Cc1ccc(OCC(=O)Nc2ccc(N3CCCC3)cc2)cc1C	59%*
CCOC(=O)N1CCN(C2CCCN(C(=O)c3cccc(Cl)c3)C2)CC1 (centres undefined)	i
O=C(CCc1ccccc1)NC(c1ccccc1)c1ccccc1	i
COc1ccc(OCC(O)CN2C(=O)NC(C)(C)C2=O)cc1 (centres undefined)	i
CCOc1ccc(C2C(C(=O)OCc3ccccc3)=C(C)Nc3nnnn32)cc1 (centres undefined)	i
COc1ccc(/C=C2\SC(=N)N(c3ccc(OC)cc3)C2=O)cc1	?
COc1ccccc1S(=O)Cc1ccc(C(=O)NCCCN2CCOCC2)o1 (centres undefined)	i
CCCC(=O)Nc1ccc(NC(=O)c2cc(C(C)C)[nH]n2)cc1OC	?
CN(C)S(=O)(=O)c1ccc2c(c1)N(CC(=O)NCCc1cnc[nH]1)C(=O)C1CCCCN21 (centres undefined)	i
CCOc1ccc(C2CC(=O)N3CN(c4ccccc4C)CSC3=C2C#N)cc1 (centres undefined)	i
CCOc1ccc(CCNc2nc(CC(C)=O)ns2)cc1OCC	i
Cc1ccccc1Cn1c(NCCO)nc2c1c(=O)n(C)c(=O)n2C	i
CCC(=O)NCCCc1nc2ccccc2[nH]1	i
O=C(C1CC1)N1CCc2cc(S(=O)(=O)N3CC=C(c4ccccc4)CC3)ccc21	i
CCn1nc(-c2cc(N)nc3[nH]ccc23)nc1N(C)C	?
O=C(Nc1ccc(Br)cc1)C1c2ccccc2Oc2ccccc21	i
Cc1ccccc1-c1nc(CSCC(=O)NC(C)c2ccc3c(c2)OCCO3)c(C)o1 (centres undefined)	?

An excerpt of these results, as labelled records.
compound: Cc1ccccc1-c1nc(CSCC(=O)NC(C)c2ccc3c(c2)OCCO3)c(C)o1 (centres undefined)
  ST2 inh = ?

compound: CCC(=O)NCCCc1nc2ccccc2[nH]1
  ST2 inh = i

compound: CCCC(=O)Nc1ccc(NC(=O)c2cc(C(C)C)[nH]n2)cc1OC
  ST2 inh = ?

Further results.
SMILES	ST2 inh
CN1CCCC(CN(CCc2ccccc2)C(=O)C2=CCCC2)C1 (centres undefined)	i
CC1(C)CC(C(=O)N2CCOc3c(cc(-c4cccnc4)cc3OCCc3cccs3)C2)CCO1 (centres undefined)	i
Cc1ccc(Nc2ncnc3c2cnn3-c2ccccc2)cc1C	i
CC(=O)NC1C(=O)N=C(SCc2ccccc2)NC1=O (centres undefined)	i
COc1cccc(C(=O)NC2CC(=O)N(c3ccc(F)cc3)C2)c1 (centres undefined)	i
Brc1ccc([C@H]2CN3CCSC3=N2)cc1	i
COc1ccc(Cc2nnc(NC(=O)c3cccc([N+](=O)[O-])c3C)s2)cc1	i
CN(C(=O)CC(c1ccccc1)c1ccc2c(c1)OCO2)C1CCOCC1 (centres undefined)	i
C=CCN(Cc1ccccn1)Cc1c(C)nn(C)c1Cl	i
Cc1noc(C)c1C(=O)N1CCC(C(=O)Nc2cccc(-c3cc4ccccc4[nH]3)c2)CC1	?
CN1C[C@@H](NC(=O)Nc2ccc(C(F)(F)F)cc2)C[C@H]1c1nc(-c2ccccc2)no1	i
COc1ccccc1N=c1oc2ccccc2cc1C(=O)Nc1ccccc1F	?
C#CCNC(=O)C[C@@H]1O[C@H](CNC(=O)NC2CCCCC2)[C@@H](O)[C@H]1O	i
COCCCN1C(=O)C(O)=C(C(=O)c2ccco2)C1c1cccc([N+](=O)[O-])c1 (centres undefined)	?
O=C1CCCC2=C1C(c1cccc([N+](=O)[O-])c1)Nc1ccc3ncccc3c12 (centres undefined)	?
COc1ccc(OC)c(S(=O)(=O)N2CCN(c3nc(C)cc(N(C)C)n3)CC2)c1	i
CS(=O)(=O)N1CCOC(CNC2CCC3(CCNCC3)CC2)C1 (centres undefined)	i
COC(=O)C1C(=O)C2=C(CC1C)NC(C)=C(C(=O)OC(C)C)C2c1ccc(OC)c(OC)c1 (centres undefined)	i
CCN(CCNC(=O)Cn1c(=O)sc2ccccc21)c1ccccc1	i
COc1ccc(-c2nc(CN3CCN(c4ccccc4)C(=O)C3)c(C)o2)c(F)c1	i
Cn1c(Cl)cnc1C1CC(=O)c2cc(Cl)ccc2O1 (centres undefined)	i
O=C(COc1ccc(Cl)cc1)Nc1cccc(C(F)(F)F)c1	i
COc1ccc(-c2cc(C[C@H]3CNCC[C@H]3CC(=O)NCc3ccc4c(c3)OCO4)no2)cc1	i
O=C(CN1CCCCC1)N1CCN(C(=O)c2ccccc2)C1	i
Cc1cc(NC(=O)Nc2c(C)nc3nc[nH]n3c2=O)ccc1Br	i
CCCCOc1ccc(S(=O)(=O)N2CCSC2c2cccc([N+](=O)[O-])c2)cc1 (centres undefined)	i
COc1ccc(-c2noc([C@@H]3Cc4nc[nH]c4CN3C(=O)CSCC(=O)O)n2)cc1	?
CCN(CC)C(=O)Cn1c(=O)n(Cc2ccc(C(=O)NC(C)C)cc2)c(=O)c2cc(OC)c(OC)cc21	i
O=C(CSc1cn(CCNC(=O)c2ccccc2F)c2ccccc12)Nc1ccccc1	i
OCCN1CCN(C2CCN(Cc3ccccn3)CC2)CC1	i
CCOC(=O)c1cccc(NC(=O)N2CC[C@@H](CC(=O)N(CC)C(=O)NCCCN(C)C)[C@@H](CC)C2)c1	i
COc1cccc(C2C(C(=O)c3cc4ccccc4o3)=C(O)C(=O)N2CCN2CCOCC2)c1 (centres undefined)	i
Cc1[nH][nH]c(=O)c1CC(=O)N(C)CC1COc2ccccc2O1 (centres undefined)	i
Cc1cc2nnc(SCC(=O)c3ccc4c(c3)OCCO4)n2c2ccccc12	?
COc1ccc(CN2CCC3(CCC(CNC(=O)c4cccnc4)O3)CC2)c2ccccc12 (centres undefined)	?
c1c(CN2CCCCCCC2)nn2c1CNCCC2	i
COc1ccc(CCNC(=O)c2ccc(CN3CCOCC3)cc2)cc1	i
C=CCN(c1ccccc1)S(=O)(=O)c1ccc2c(c1)CC(C)N2C(C)=O (centres undefined)	i
CC(=O)Nc1ccc(CN2CCN(c3ccc(Cl)cc3)CC2)cc1	i
CCN1C(=O)N(CCCc2cccnc2)C(=O)C12CCN(C/C=C/c1ccccc1)CC2	?
O=C(CSc1nc2ncccc2[nH]1)Nc1ccc(Cl)cc1Cl	i
Cc1cc2c(c(-c3ccc(Cl)cc3)c1)OC(CNC(=O)c1cc[n+]([O-])cc1)C2 (centres undefined)	i
Cc1cnccc1CN(C)C(=O)c1ccc2cccnc2n1	i
CCOCCCn1c(=N)c(C(=O)NC2CCCCC2)cc2c(=O)n3ccccc3nc21	i
CCCOc1ccc(CC(=O)O)cc1OC	i
FC(F)(F)CCc1ccnc(NCc2cccc3[nH]ccc23)n1	i
Cc1ccccc1Cn1cc(C(=O)Nc2ccccc2)ccc1=O	i

Four entries from above, ordered by count of non-hydrogen atoms, lowest first.
SMILES	ST2 inh
Cc1nc(=O)c(-c2ccccc2)c(C)n1CC1CCCO1 (centres undefined)	?
CCN(CC)c1ccc2cc(-c3nc4ccccc4s3)c(=O)oc2c1	i
CN1C[C@@H](NC(=O)Nc2ccc(C(F)(F)F)cc2)C[C@H]1c1nc(-c2ccccc2)no1	i
CC(=O)Nc1cc(C(=O)NCc2ccc(C)c(F)c2)cc2ncn(CCc3ccccn3)c12	?

These rows are one share of the data; count on the stated rates, not on these rows.
